14-3-3 Bad PPI: disrupts binding of bovine 14-3-3 zeta to phospho-Bad peptide; P63103; TR-FRET 14-3-3zeta/Dy647-pBad peptide displacement, 1 h; inhibition, % at 21.7 µM; 220,000 tested, 0.71% active; AID 781;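 active = inhibition above about 70%, limit read from the data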;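 note: 0% = full 14-3-3 plus peptide FRET controls and 100% = background without 14-3-3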
Target sequence (P63103 whole entry, looked up): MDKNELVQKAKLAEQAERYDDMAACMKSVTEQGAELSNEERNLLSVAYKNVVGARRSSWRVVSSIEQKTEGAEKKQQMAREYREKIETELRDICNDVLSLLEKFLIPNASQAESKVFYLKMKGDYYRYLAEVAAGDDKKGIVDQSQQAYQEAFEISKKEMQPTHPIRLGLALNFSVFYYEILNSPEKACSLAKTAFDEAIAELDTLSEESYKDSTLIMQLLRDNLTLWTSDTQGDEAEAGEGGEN
Runt-CBFb FRET: inhibitors of human RUNX1 Runt domain binding to CBFb | Q01196+Q13951 | Cerulean-Runt/Venus-CBFb FRET ratio 530/480, 1 h | inhibition, % at 20 µM | 220,000 tested, 0.46% active | AID 1496;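 active = inhibition over about 50% at 20 µM in the single-dose screen, limit read from the data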;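 note: 0% = DMSO wells and 100% = excess unlabeled CBFb competitor control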
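Doses: 20 µM compound in 1% DMSO | Material: Cerulean-labeled Runt domain protein | Amount: Each fluorescent fusion protein 100 nM | Schedule: Two 1 h room-temperature incubations shielded from light | Measured by: FRET fluorescence | Evaluation: Loss of energy transfer signal | Controls: Unlabeled CBFb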
Runt-SMMHC FRET: Runt domain-CBFb-SMMHC interaction inhibition; Q01196+Q13951; Cerulean-Runt/Venus-CBFb-SMMHC FRET ratio 530/480, 1 h; inhibition, % at 20 µM; 220,000 tested, 0.74% active; AID 1434;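 active = mean inhibition across duplicate retests at 20 µM reaching about 50%, limit read from the data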;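 note: 0% = DMSO wells and 100% = wells with excess untagged CBFb-SMMHC; inhibitors lower the FRET ratio by blocking Runt binding to CBFb-SMMHC; some results filed as inactive read as strong as hits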
hK5 inh: kallikrein 5 (human) inhibition; recombinant hK5, fluorogenic AMC substrate cleavage; 210,000 tested, 0.59% active; inhibition, % at 5 µM; AID 873;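 active = inhibition of 40% or more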;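 note: 0% = enzyme controls without compound and 100% = no-enzyme blanks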
Target sequence (Q9Y337 67-293 limits assumed): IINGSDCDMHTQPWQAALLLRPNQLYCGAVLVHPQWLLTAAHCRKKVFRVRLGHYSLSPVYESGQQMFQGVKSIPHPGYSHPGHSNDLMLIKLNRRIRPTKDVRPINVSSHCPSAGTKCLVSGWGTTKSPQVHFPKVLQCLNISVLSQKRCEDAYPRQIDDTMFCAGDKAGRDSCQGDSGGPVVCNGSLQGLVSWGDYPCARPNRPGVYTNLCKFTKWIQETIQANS
Hck-Nef inh: inhibitors of human Hck kinase activated by Nef; P08631; Recombinant Hck-YEEI plus Nef, Z-Lyte FRET kinase assay; inhibition, % at 20 µM; 220,000 tested, 0.68% active; AID 463187;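 active = Hck-Nef kinase inhibition above about 50%, limit read from the data; inactive = inhibition below that limit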;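 note: 0% = DMSO with Hck plus Nef and 100% = Hck alone without Nef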
Target sequence (P08631 whole entry, looked up): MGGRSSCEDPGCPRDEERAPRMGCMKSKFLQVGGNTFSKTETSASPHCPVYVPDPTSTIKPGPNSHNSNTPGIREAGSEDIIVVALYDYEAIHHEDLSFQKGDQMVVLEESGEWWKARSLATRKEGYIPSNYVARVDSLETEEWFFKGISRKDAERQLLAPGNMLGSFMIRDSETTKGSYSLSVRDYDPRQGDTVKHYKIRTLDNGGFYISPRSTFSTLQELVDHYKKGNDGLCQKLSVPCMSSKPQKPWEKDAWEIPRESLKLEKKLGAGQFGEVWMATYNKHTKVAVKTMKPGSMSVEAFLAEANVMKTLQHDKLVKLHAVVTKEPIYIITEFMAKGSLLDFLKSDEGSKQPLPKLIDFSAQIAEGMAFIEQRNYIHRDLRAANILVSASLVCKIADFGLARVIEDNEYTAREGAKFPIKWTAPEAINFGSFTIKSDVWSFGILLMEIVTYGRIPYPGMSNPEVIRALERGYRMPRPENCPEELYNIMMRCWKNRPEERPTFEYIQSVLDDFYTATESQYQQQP
FXIIa inh 1536: inhibitors of human coagulation factor XIIa | 220,000 tested, 0.3% active | purified FXIIa, Boc-QGR-AMC fluorogenic substrate, 2 h | AID 800 | inhibition, % at 5 µM; in the data active = inhibition above about 40%;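 note: 0% = enzyme with no compound and 100% = blank without enzyme; many of its hits are not listed in these tables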
Wee1 degr inh: human Wee1 degradation inhibition, primary screen. P30291. HeLa Luc-Wee1K328M stability, luciferase luminescence; 100% = proteasome inhibitor MG132 effect. reporter increase, % at 5 µM. 220,000 tested, 1.2% active. AID 1321;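 active = activation above the mean of all tested compounds plus 3 SD, set per screening run, cut at about 8.8% in these data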;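 note: cells exposed to compound for 20 h before luminescence read; 0% = DMSO alone and 100% = MG132 at 30 µM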
FXIa inh 1536: factor XIa (human) inhibition | P03951 | purified FXIa, Boc-Glu-Ala-Arg-AMC fluorogenic substrate | inhibition, % at 5 µM | 220,000 tested, 0.14% active | AID 798;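 active = inhibition of at least 40%; inactive = inhibition below 40%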;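 note: fluorescence of freed AMC excited at 355 nm; 0% = enzyme without compound and 100% = no enzyme blank; many of its hits are not listed in these tables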
Thrombin inh: thrombin (human) inhibition | P00734 | alpha-thrombin, Boc-VPR-AMC fluorogenic substrate cleavage | inhibition, % at 5 µM | 220,000 tested, 0.26% active;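 active = inhibition at or above 40%; inactive = inhibition below 40%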;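 note: 0% = enzyme with no compound and 100% = wells without enzyme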
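System – human alpha-thrombin · Medium – pH 7.5 Tris (50 mM) with NaCl 150 mM, Tween 20 0.05% · Compound – single-point dosing at 5 µM, 0.2% DMSO · Incubation – enzyme reaction carried out at room temperature · Technique – fluorescence of released AMC, ex 355 nm, em 460 nm · Read-out basis – % inhibition of thrombin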
An asterisk follows results filed as active; [ ] = dose if it differs, or a comment.

How did Cc1cccc(-n2c(SCC(=O)NCc3ccco3)nc3ccccc3c2=O)c1 do in these assays?
14-3-3 Bad PPI: 0; Runt-CBFb FRET: 0; Runt-SMMHC FRET: 5; hK5 inh: -14; Hck-Nef inh: 1; FXIIa inh 1536: 6; Wee1 degr inh: 5; FXIa inh 1536: -1; Thrombin inh: -6

What do the screens show for `Cn1cccc1/C=N/NC(=O)Cc1cccc2ccccc12`?
14-3-3 Bad PPI: -22; Runt-SMMHC FRET: -5; hK5 inh: -5; Hck-Nef inh: 6; FXIIa inh 1536: 6; Wee1 degr inh: 0; FXIa inh 1536: -7; Thrombin inh: -2

How did CCCn1c(CC)nc([N+](=O)[O-])c1Sc1ccc(C)cc1 do in these assays?
14-3-3 Bad PPI: 2; Runt-CBFb FRET: -1; Runt-SMMHC FRET: -2; hK5 inh: -8; Hck-Nef inh: 2; FXIIa inh 1536: 20; Wee1 degr inh: -3; FXIa inh 1536: 6; Thrombin inh: 1

How did CC(C)(C)OC(=O)N[C@@H](Cc1ccccc1)c1nnc(SCC(N)=O)o1 do in these assays?
14-3-3 Bad PPI: -3; Runt-CBFb FRET: 0; Runt-SMMHC FRET: 0; hK5 inh: 0; Hck-Nef inh: 20; FXIIa inh 1536: 1; Wee1 degr inh: -2; FXIa inh 1536: -5; Thrombin inh: -3

Results for Cn1nnnc1SCc1nnc(-c2ccc(Cl)cc2)o1 ?
14-3-3 Bad PPI: 0; Runt-CBFb FRET: -1; Runt-SMMHC FRET: -1; hK5 inh: -14; Hck-Nef inh: -1; FXIIa inh 1536: 14; Wee1 degr inh: -1; FXIa inh 1536: 6; Thrombin inh: 3

Results for Cc1ccc(C2CC2C(=O)NNC(=S)Nc2cccc(C)c2)cc1 (stereo not drawn) ?
14-3-3 Bad PPI: -7[fluorescence artefact?]; Runt-CBFb FRET: 5; Runt-SMMHC FRET: -3; hK5 inh: -89; Hck-Nef inh: 4; FXIIa inh 1536: 9; Wee1 degr inh: -2; FXIa inh 1536: 3; Thrombin inh: -3

How did O=C1CCCCCN1CSc1nc2ccccc2s1 do in these assays?
14-3-3 Bad PPI: -6; Runt-CBFb FRET: -2; Runt-SMMHC FRET: -7; hK5 inh: 5; Hck-Nef inh: 1; FXIIa inh 1536: 6; Wee1 degr inh: 1; FXIa inh 1536: 4; Thrombin inh: -7

Results for COc1ccccc1Nc1nc(N)nc(CCl)n1 ?
14-3-3 Bad PPI: -2; Runt-CBFb FRET: 31; Runt-SMMHC FRET: -8; hK5 inh: -1; Hck-Nef inh: 15; FXIIa inh 1536: 3; Wee1 degr inh: -1; FXIa inh 1536: -2; Thrombin inh: -5

Results for COc1cc(C(C)=O)ccc1COc1ccc(C(=O)OCC(=O)NC(C)(C)C)cc1OC ?
14-3-3 Bad PPI: -10; Runt-CBFb FRET: -10; Runt-SMMHC FRET: -15; hK5 inh: -31; Hck-Nef inh: 1; FXIIa inh 1536: 12; Wee1 degr inh: 1; FXIa inh 1536: 9; Thrombin inh: -4

How did O=C(/C=C/c1ccc(-c2cccc([N+](=O)[O-])c2)o1)N1CCOCC1 do in these assays?
14-3-3 Bad PPI: 5; Runt-CBFb FRET: 0; Runt-SMMHC FRET: 0; hK5 inh: 5; Hck-Nef inh: 28; FXIIa inh 1536: 11; Wee1 degr inh: 5; FXIa inh 1536: 2; Thrombin inh: -5

Results for CCOC(=O)C1CCCN(S(=O)(=O)c2cc(OCC(N)=O)c(C)cc2Cl)C1 (stereo not drawn) ?
14-3-3 Bad PPI: 1; Runt-CBFb FRET: -3; Runt-SMMHC FRET: 1; hK5 inh: -1; Hck-Nef inh: 2; FXIIa inh 1536: -4; Wee1 degr inh: 1; FXIa inh 1536: -9; Thrombin inh: -10

What do the screens show for `O=C(OCc1cnc(Cl)s1)c1cccs1`?
14-3-3 Bad PPI: -6; Runt-CBFb FRET: 1; Runt-SMMHC FRET: -9; hK5 inh: 1; Hck-Nef inh: 8; FXIIa inh 1536: 8; Wee1 degr inh: 4; FXIa inh 1536: 0; Thrombin inh: -2

Results for CCOC(=O)c1sc2nc(CN3CCN(c4cccc(C(F)(F)F)c4)CC3)[nH]c(=O)c2c1C ?
14-3-3 Bad PPI: 9; Runt-CBFb FRET: -3; Runt-SMMHC FRET: -6; hK5 inh: -3; Hck-Nef inh: 0; FXIIa inh 1536: 5; Wee1 degr inh: 0; FXIa inh 1536: -6; Thrombin inh: -10

Results for O=C(Nc1ccc(S(=O)(=O)N2CCOCC2)cc1)c1cc(-c2cc(Cl)ccc2O)n[nH]1 ?
14-3-3 Bad PPI: 0; Runt-CBFb FRET: 0; Runt-SMMHC FRET: -1; hK5 inh: -8; Hck-Nef inh: 1; FXIIa inh 1536: -1; Wee1 degr inh: 2; FXIa inh 1536: -5; Thrombin inh: -12

Results for CC1CN(Cc2nc3c(c(=O)n(C)c(=O)n3C)n2CC(O)CO)CC(C)O1 (stereo not drawn) ?
14-3-3 Bad PPI: 11; Runt-CBFb FRET: -2; Runt-SMMHC FRET: -1; hK5 inh: -15; Hck-Nef inh: 1; FXIIa inh 1536: 11; Wee1 degr inh: 1; FXIa inh 1536: 4; Thrombin inh: 5

How did c1csc(-c2ccnc3ncnn23)c1 do in these assays?
14-3-3 Bad PPI: 3; Runt-CBFb FRET: 2; Runt-SMMHC FRET: 1; hK5 inh: -27; Hck-Nef inh: 7; FXIIa inh 1536: 6; Wee1 degr inh: 0; FXIa inh 1536: 1; Thrombin inh: -4

What do the screens show for `COc1ccc(CCNC(=O)CSc2nnc3ccc(-c4cccnc4)nn23)cc1`?
14-3-3 Bad PPI: 9; Runt-CBFb FRET: 0; Runt-SMMHC FRET: 1; hK5 inh: -2; Hck-Nef inh: 6; FXIIa inh 1536: 2; Wee1 degr inh: 0; FXIa inh 1536: -5; Thrombin inh: -3

What do the screens show for `CN1N=C(C(F)(F)F)CC1=O`?
14-3-3 Bad PPI: -8; Runt-CBFb FRET: 0; Runt-SMMHC FRET: -2; hK5 inh: -7; Hck-Nef inh: 19; FXIIa inh 1536: 6; Wee1 degr inh: 5; FXIa inh 1536: -5; Thrombin inh: -9

How did CCOc1ccc(CNC(=O)CCc2cn(Cc3ccccc3)c3ccccc23)cc1 do in these assays?
14-3-3 Bad PPI: -11; Runt-CBFb FRET: 2; Runt-SMMHC FRET: -1; hK5 inh: -6; Hck-Nef inh: -4; FXIIa inh 1536: 16; Wee1 degr inh: -2; FXIa inh 1536: 7; Thrombin inh: 1

Results for CCN(CC)S(=O)(=O)c1ccc2[nH]c(=O)cc(C(=O)Nc3ccc(C)cc3)c2c1 ?
14-3-3 Bad PPI: -2; Runt-CBFb FRET: -6; Runt-SMMHC FRET: 2; hK5 inh: -3; Hck-Nef inh: 29; FXIIa inh 1536: 6; Wee1 degr inh: 0; FXIa inh 1536: 0; Thrombin inh: 6

Results for NC1=NC2(CCCCC2)N(c2ccc(F)cc2F)C(N)=N1 ?
14-3-3 Bad PPI: -2; Runt-CBFb FRET: 0; Runt-SMMHC FRET: 4; hK5 inh: 4; Hck-Nef inh: 21; FXIIa inh 1536: 7; Wee1 degr inh: 3; FXIa inh 1536: -2; Thrombin inh: -7

Results for COc1ccccc1NC(=S)N(Cc1ccco1)Cc1cc2ccc(C)c(C)c2[nH]c1=O ?
14-3-3 Bad PPI: -29; Runt-CBFb FRET: 10; Runt-SMMHC FRET: -3; hK5 inh: -21; Hck-Nef inh: 3; FXIIa inh 1536: 3; Wee1 degr inh: 8; FXIa inh 1536: -1; Thrombin inh: -4

Results for CC1(C(=O)NC2CCCCCCC2)CCC(=O)N1Cc1ccco1 (stereo not drawn) ?
14-3-3 Bad PPI: 5; Runt-CBFb FRET: 7; Runt-SMMHC FRET: 0; hK5 inh: 2; Hck-Nef inh: -2; FXIIa inh 1536: 12; Wee1 degr inh: -2; FXIa inh 1536: -2; Thrombin inh: -1

How did CCc1ccccc1NC1=NCC(=O)N1Cc1ccc2c(c1)OCO2 do in these assays?
14-3-3 Bad PPI: 11; Runt-CBFb FRET: -2; Runt-SMMHC FRET: 1; hK5 inh: -31; Hck-Nef inh: 0; FXIIa inh 1536: 18; Wee1 degr inh: 3; FXIa inh 1536: 8; Thrombin inh: 1

Results for Cc1[nH]nc2c1C(c1ccco1)C(C#N)=C(N)O2 (stereo not drawn) ?
14-3-3 Bad PPI: -14; Runt-CBFb FRET: 0; Runt-SMMHC FRET: 3; hK5 inh: -5; Hck-Nef inh: 22; FXIIa inh 1536: 6; Wee1 degr inh: -3; FXIa inh 1536: 0; Thrombin inh: -4

What do the screens show for `O=C(C1CCN(S(=O)(=O)c2cccnc2)CC1)N1CCCCC1`?
14-3-3 Bad PPI: 0; Runt-CBFb FRET: 1; Runt-SMMHC FRET: 1; hK5 inh: -1; Hck-Nef inh: 1; FXIIa inh 1536: 17; Wee1 degr inh: -1; FXIa inh 1536: 2; Thrombin inh: -4

What do the screens show for `CCOC(=O)C(NC(C)=O)(NC(C)C)C(F)(F)F` (stereo not drawn)?
14-3-3 Bad PPI: 4; Runt-CBFb FRET: 0; Runt-SMMHC FRET: 0; hK5 inh: -2; Hck-Nef inh: 26; FXIIa inh 1536: 4; Wee1 degr inh: -2; FXIa inh 1536: -3; Thrombin inh: -1

How did Cc1nc2n(c(=O)c1CCN1CCC(c3noc4cc(F)ccc34)CC1)CCCC2 do in these assays?
14-3-3 Bad PPI: -1; Runt-CBFb FRET: 1; Runt-SMMHC FRET: -1; Wee1 degr inh: -4

What do the screens show for `O=C(NNC(=O)c1ccncc1)NC1CCCCC1`?
14-3-3 Bad PPI: 1; Runt-CBFb FRET: 0; Runt-SMMHC FRET: -5; hK5 inh: -2; Hck-Nef inh: 21; FXIIa inh 1536: 5; Wee1 degr inh: -1; FXIa inh 1536: -3; Thrombin inh: -11

How did COC(CN1C(=O)C(O)=C(C(C)=O)C1c1ccccn1)OC (stereo not drawn) do in these assays?
14-3-3 Bad PPI: -3; Runt-CBFb FRET: -2; Runt-SMMHC FRET: 0; hK5 inh: -2; Hck-Nef inh: 0; FXIIa inh 1536: 8; Wee1 degr inh: -1; FXIa inh 1536: 4; Thrombin inh: 4

How did CCOC(=O)COc1ccc(C(=O)c2ccccc2)c(O)c1 do in these assays?
14-3-3 Bad PPI: -4; Runt-CBFb FRET: -3; Runt-SMMHC FRET: -2; hK5 inh: -25; Hck-Nef inh: 4; FXIIa inh 1536: 7; Wee1 degr inh: -2; FXIa inh 1536: -5; Thrombin inh: -3

What do the screens show for `Cc1ccc(CN2CCNC(=O)C2CC(=O)N(C)CCc2ccccc2)cc1` (stereo not drawn)?
14-3-3 Bad PPI: -3; Runt-CBFb FRET: 2; Runt-SMMHC FRET: 2; Hck-Nef inh: 10; FXIIa inh 1536: 0; Wee1 degr inh: 0; FXIa inh 1536: -3; Thrombin inh: -5

Source: PubChem
